# Assay outcomes: PubChem BioAssay, Broad Institute
# RAD54 branch = RAD54 (human) branch migration inhibition; RAD54 Holliday junction branch migration, FAM/BHQ fluorescence; inhibition, % at 10.4 µM; actives 0.14% (n = 360,000); AID 602329;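 active = mean normalized replicate activity at least 40 and at least half of replicates scoring 40 or more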;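 note: 0% = median of neutral control wells and 100% = median of positive control wells; inhibitors cause a drop in the FAM fluorescence signal; in these data hits start at about 50%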
# ERAP1 HTS inh = ERAP1 (human) enzyme inhibition; Q9NZ08; recombinant ERAP1, Leu-AMC fluorescence, 60 min; inhibition, % at 10.7 µM; actives 0.15% (n = 340,000); AID 652197;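 active = mean replicate inhibition of at least 30%, or all replicates individually reaching that 30% level; inactive = mean below 30% and not every replicate reaching it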;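 note: 0% = neutral control wells and 100% = L-leucinethiol positive control wells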
# ARNT-TACC3 inh = disruptors of human ARNT/TACC3 interaction; Q9Y6A5; AID 623870; inhibition, % at 9.99 µM; actives 0.66% (n = 390,000); AlphaScreen His-ARNT PAS-B/GST-TACC3 binding, luminescence; TACC3 fragment carries E629A point mutation;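 active = mean inhibition of replicates at least 50% and at least half of replicates each reaching 50%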;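 note: 0% = complete ARNT plus TACC3 wells and 100% = ARNT alone without TACC3; many hits fall short of the cut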
# F508del corr = correctors of CFTR F508del function in bronchial epithelial cells. CFBE cells, YFP halide quenching; stimulated with forskolin plus potentiator P3; % fluorescence drop versus neutral controls. activity (quench increase), % at 7.58 µM. actives 0.36% (n = 350,000). AID 720511;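 active = mean added fluorescence quench of at least 8% versus neutral control, with both replicates also reaching 8%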;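 note: cells transiently co-express mutant CFTR-F508del with the halide-sensitive YFP; corrector assay measuring rescue of mutant channel to the surface after 24 h compound exposure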
# GSIS activator = primary screen for activators of insulin secretion dependent on glucose, INS-1E cells, GLuc reporter luminescence; activation, % at 16.6 µM; INS-1E GLuc reporter insulin secretion, 2-3 h; AID 743287; actives 0.61% (n = 370,000);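 active = lowest replicate activation of at least 40%, so every replicate reaches that level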;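 note: 0% = median of neutral control wells and 100% = median of IBMX positive control wells; some compounds called inactive have numbers as strong as hits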
# esBAF inh = inhibitors of esBAF chromatin remodeling in mouse ES cells; Bmi1-luciferase knock-in reporter, 24 h; 100% = twice the neutral-well signal; reporter increase, % at 12.5 µM; actives 2% (n = 350,000); AID 602393; in the data active = activation above about 40%;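 note: 0% = median of the plate's neutral control wells and 100% = double that signal; a rise in the Bmi1 reporter signal indicates esBAF inhibition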
# RAD52 inh = inhibitors of human RAD52 DNA annealing | P43351 | recombinant RAD52 DNA annealing, FRET fluorescence | inhibition, % at 18.7 µM | actives 0.46% (n = 360,000) | AID 651710;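 active = every replicate showing at least 50% inhibition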
# Target sequence (P43351 whole entry, looked up): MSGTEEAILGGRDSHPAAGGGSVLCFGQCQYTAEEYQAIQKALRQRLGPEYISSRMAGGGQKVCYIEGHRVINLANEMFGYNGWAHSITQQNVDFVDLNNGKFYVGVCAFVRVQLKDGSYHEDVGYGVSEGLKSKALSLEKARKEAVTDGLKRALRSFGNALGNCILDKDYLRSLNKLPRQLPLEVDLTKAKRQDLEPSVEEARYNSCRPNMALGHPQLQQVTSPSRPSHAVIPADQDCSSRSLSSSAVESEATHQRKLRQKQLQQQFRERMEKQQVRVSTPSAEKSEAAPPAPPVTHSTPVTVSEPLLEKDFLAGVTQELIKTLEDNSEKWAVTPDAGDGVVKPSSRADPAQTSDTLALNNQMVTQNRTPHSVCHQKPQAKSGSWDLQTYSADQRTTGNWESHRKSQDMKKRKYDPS
# XiGFP reactiv = reactivates the inactive X chromosome in mouse fibroblasts; XiGFP mouse fibroblasts, % GFP-positive cells imaging, 3 d; cells co-treated with 5-aza-dC sensitizer; scaled so ellipticine positive control = 100%; activation, % at 7.58 µM; AID 743238; actives 0.055% (n = 360,000);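 active = mean normalized replicate activation at least 10% and every replicate at or above 10%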;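 note: 0% = median of on-plate neutral control wells and 100% = ellipticine 6 µM median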
#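 System: SV40-immortalized XiGFP fibroblast cells, line 68-5-11 / Incubation: 3-day compound exposure, then 15 min fixation at room temperature / Compound: single concentration per compound, delivered by pin transfer / Buffer or medium: DMEM plus 5-aza-dC sensitizer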
# * hit, by the source's call; · = no result given; & = joins results of further samples.
compound	RAD54 branch	ERAP1 HTS inh	ARNT-TACC3 inh	F508del corr	GSIS activator	esBAF inh	RAD52 inh	XiGFP reactiv
Cn1c(=O)c(=O)n(C)c2cc(S(=O)(=O)NCCc3ccccc3)ccc21	-1	2	0	·	3	-3	-6	·
O=C(C[C@H]1CC[C@H]2[C@@H](COC[C@H](O)CN2Cc2ccncc2)O1)NCc1ccncc1	-2	0	1	-0.9	32	0	-9	0.2
CC(C)NC(=O)Nc1cccc2c1O[C@H](CN(C)C(=O)NC1CCCCC1)[C@H](C)CN([C@@H](C)CO)C2=O	-3	5	6	-2.5	0	2	-6	2.2
O=C(NCc1ccc(Cl)cc1)C(=O)NCC1OCCCN1S(=O)(=O)c1cccs1 (stereo unspecified)	6	-1	-8	-0.1	-22	·	-27	0.2
O=C(C[C@H]1C[C@H]2c3cc(NS(=O)(=O)c4ccccc4)ccc3O[C@H]2[C@@H](CO)O1)N1CCOCC1	-4	5	2	0.0	4	-7	12	0.2
CCn1cc(C(=O)O)c(=O)c2cnc(N3CCN(C(=S)NC(=O)c4ccc(OC)cc4)CC3)nc21	10	-1	18	-2.6	8	-2	1	0.0
CCC(C)Sc1ccc(-c2nc3cc(C)ccn3c2NC2CCCCC2)cc1 (stereo unspecified)	-28	3	5	0.4&3.2	-6	27	-153	0.3&0.3
C[C@H](CO)N1C[C@H](C)[C@H](CN(C)Cc2ccncc2)Oc2ccc(NC(=O)Nc3ccccc3)cc2C1=O	-5	2	3	-2.5	12	-6	3	1.9
COc1ccc(-c2c3c(=O)n(C)c(=O)n(C)c3cn2C2CCCCC2)cc1	2	-1	8	·	10	0	-7	·
Cc1nc2c3cc(F)ccc3n(Cc3ccc(F)cc3)c2s1	·	-2	·	4.2	2	·	-6	0.1
Cc1cc(C(=O)N2CCCC(CO)(Cc3ccc(F)cc3)C2)c(C)o1 (stereo unspecified)	3	-2	1	-4.7	5	3	-22	0.3
CC(C)CN(C(=O)CCc1ccccc1Cl)c1c(N)n(Cc2ccccc2)c(=O)[nH]c1=O	7	-3	·	-2.0	-7	-1	-9	0.2
COc1ccccc1Oc1nc2ccccn2c(=O)c1/C=C(\C#N)C(=O)Nc1c(C)n(C)n(-c2ccccc2)c1=O	-3	7	3	1.1	·	·	-21	0.1
C=CCOC(=O)Nc1nc(CCNC(=O)OC(C)(C)C)c(C(=O)O)s1	·	-2	·	-0.8	-12	·	-3	-0.1
CCC(=O)N(C)C[C@@H]1Oc2ncc(-c3ccccc3C)cc2C(=O)N([C@@H](C)CO)C[C@@H]1C	9	-2	-4	1.5	-2	7	7	0.1

# For convenience, some entries already given.
compound	RAD54 branch	ERAP1 HTS inh	ARNT-TACC3 inh	F508del corr	GSIS activator	esBAF inh	RAD52 inh	XiGFP reactiv
O=C(C[C@H]1CC[C@H]2[C@@H](COC[C@H](O)CN2Cc2ccncc2)O1)NCc1ccncc1	-2	0	1	-0.9	32	0	-9	0.2
CC(C)NC(=O)Nc1cccc2c1O[C@H](CN(C)C(=O)NC1CCCCC1)[C@H](C)CN([C@@H](C)CO)C2=O	-3	5	6	-2.5	0	2	-6	2.2

# The listing continues:
compound	RAD54 branch	ERAP1 HTS inh	ARNT-TACC3 inh	F508del corr	GSIS activator	esBAF inh	RAD52 inh	XiGFP reactiv
Cc1cc(C(=O)OCC(=O)NCc2ccccc2Cl)c(C)o1	·	-4	-8	-4.0	2	·	-15	0.4
O=C(NCC[C@H]1CC[C@@H](NC(=O)c2cnccn2)[C@@H](CO)O1)Nc1ccc(Cl)cc1	-3	0	-9	-1.6	-10	6	-4	-0.2
Cc1cc2ccccc2n1CCNC(=O)C(C)C	-10	6	0	3.3	-8	-3	-25	0.1
O=C(Nc1ccc2ccccc2c1)C(c1ccc(C(F)(F)F)cc1)n1c(=O)c(-c2cc3ccccc3[nH]2)nc2ccccc21 (stereo unspecified)	·	·	·	3.8	-7	·	-18	0.0
Cn1c(NCc2ccco2)nc2c1c(=O)n(Cc1ccc(Cl)cc1Cl)c(=O)n2C	-1	·	6	·	-28	-2	·	·
CN1CCN(CC(=O)N2c3ccccc3Sc3ccccc32)CC1	-8	-1	6	-0.6	8	-6	0	0.0
COc1cccc(NC(=O)CN(C)C(=O)c2ccc3[nH]c4c(c3c2)CC(C)CC4)c1 (stereo unspecified)	-11	-2	1	-5.6	5	-3	-1	-0.1
Cc1ccc(Cc2c(-c3ccccc3)nc3c(Cl)cc(C(F)(F)F)cn23)cc1	-1	·	·	-1.4	-16	-2	-61	0.0
Cc1cc(C(=O)NCCC2=CCCCC2)c(C)o1	5	-1	-1	-1.7	-12	30	-13	·
CCCCCCSc1ccc(-c2nc3ccccn3c2NCCCC)cc1	-6	-9	1	-0.7	-28	-2	-9	0.1
COc1ccc(NC(=O)Nc2ccc3c(c2)C(=O)N([C@@H](C)CO)C[C@H](C)[C@@H](CN(C)Cc2ccccc2)O3)cc1	6	-1	-3	-0.3	7	-2	4	0.0
C=CCNC(=O)C1CC1(c1cccc(C)c1)c1cccc(C)c1 (stereo unspecified)	5	0	·	-1.5	-14	·	-7	0.1
O=C(NCc1ccc(Cl)cc1)C1CCCO1 (stereo unspecified)	6	1	-6	1.5	1	-8	-12	0.0
CCc1nnc(NC(=S)Nc2ccccc2)s1	·	0	-4	·	5	·	1	0.3
C[C@H]1CN([C@@H](C)CO)C(=O)c2cc(-c3cncnc3)cnc2O[C@@H]1CN(C)C(=O)c1cccc(F)c1	10	-1	0	1.3	12	1	1	-0.3

# Next part:
compound	RAD54 branch	ERAP1 HTS inh	ARNT-TACC3 inh	F508del corr	GSIS activator	esBAF inh	RAD52 inh	XiGFP reactiv
CCc1c(O)nc(SCC(=O)c2ccccc2)n(-c2ccccc2)c1=O	2	5	-5	-1.6	4	-1	-6	-0.1
C[C@H]1CN([C@@H](C)CO)C(=O)c2cccc(N(C)C)c2O[C@H]1CN(C)C	-6	3	-8	0.4	13	1	4	-0.7
Cc1ccc(S(=O)(=O)Nc2cccc3c2O[C@H](CN(C)S(=O)(=O)c2ccc(F)cc2)[C@@H](C)CN([C@H](C)CO)C3=O)cc1	12	·	-11	1.4	19	4	·	-1.0
Cc1cc(C)c(C)c(OCC(=O)O/N=C(\N)c2ccncc2)c1	-9	1	2	-0.2	10	-2	-10	0.1
Cc1cc(NC(=O)/C=C/C(=O)N(CC(=O)NC2CCCC2)c2ccc(F)cc2)no1	1	22	2	-1.3	15	-9	-15	0.2
O=C(C[C@@H]1CC[C@H]2[C@@H](COC[C@@H](O)CN2Cc2cc(F)ccc2F)O1)N[C@@H]1CCN(Cc2ccccc2)C1	4	2	-9	-3.6	-3	-2	-5	0.2
CC(=O)NCCNC(=O)c1ccc2c(c1)S(=O)(=O)c1ccccc1C2=O	-1	-3	-5	-0.2	8	5	-1	·
O=C(CSc1n[nH]c(=O)[nH]c1=O)N/N=C/C=C\c1ccccc1	6	7	-6	0.6	8	-3	-15	0.0
CCCCN1C(=O)C2(NNc3ccccc3O2)c2ccccc21 (stereo unspecified)	-2	·	-1	·	-2	3	·	·
Cc1ccc(OCC(O)CN2CCN(Cc3ccc4c(c3)OCO4)CC2)c(C)c1 (stereo unspecified)	1	0&-4	7&-2	5.2&-0.6	-18&-37	-2	7&10	0.2
O=C(NCCCn1ncc2ccccc21)c1cc(COc2c(F)cccc2F)on1	-11	19	2	1.7	-38	0	-8	0.0
Cc1ccc(C)c(N(CC(=O)NCC2CCCO2)C(=O)CCC(=O)Nc2nccs2)c1 (stereo unspecified)	8	-5	-1	0.4	7	-2	-11	0.1
COc1ccc(NC(=O)N(C)C[C@@H]2Oc3ccc(NS(C)(=O)=O)cc3CC(=O)N([C@H](C)CO)C[C@H]2C)cc1	4	-1	-22	-0.6	-3	2	-2	0.1
Cc1cccc(C)c1OCc1cc(C(=O)N2CCC(c3ccccc3)CC2)no1	-7	-1	-12	1.1	·	34	6	0.1
C=CCn1c(SCC(=O)N2CCN(c3ccccc3)CC2)nnc1-c1ccco1	-1	3	0	·	3	0	1	·

# Carrying on:
compound	RAD54 branch	ERAP1 HTS inh	ARNT-TACC3 inh	F508del corr	GSIS activator	esBAF inh	RAD52 inh	XiGFP reactiv
Oc1ccc(-c2nc3cnccn3c2Nc2ccc3c(c2)OCCO3)cc1	13	-1	3	-1.7	-4	7	-8	0.0
CSCCC(NC(=O)c1ccccc1Cl)C(=O)N(C)CC(=O)Nc1ccc(N2CCOCC2)cc1 (stereo unspecified)	9	0	-2	3.9	-1	·	-10	0.0
COc1ccc(CCNC(=O)c2ccc(NC(=O)CC3SC(N4CCCC4)=NC3=O)cc2)cc1OC (stereo unspecified)	9	-2	13	4.4	-1	5	-2	0.1
CC(=O)Oc1ccc(OC(C)=O)c2c1CC1(C)OC1(C)C2 (stereo unspecified)	·	3	·	-1.6	-33	·	-9	0.0
N#C[C@H]1[C@@H](c2ccc(C#Cc3ccccc3F)cc2)[C@@H](CO)N1C(=O)C1CCOCC1	-24	-1	27	-4.3	-8	-4	-49	0.2
Cc1cc(C)c(C(=O)Nc2ccccc2)c(CC(C)(C)C(=O)O)c1	·	5	-3	·	6	1	-6	0.0
O=C(c1cccnc1)N1C[C@H]2[C@@H](c3ccccc31)[C@@H](CO)N2C(=O)Nc1ccccc1	-10	-2	-3	3.2	-4	0	-9	0.2
C[C@@H]1CN([C@H](C)CO)C(=O)c2cc(NC(=O)CCC(F)(F)F)ccc2O[C@H]1CN(C)Cc1ccc2c(c1)OCO2	3	1	-5	1.5	11	-3	5	-0.6
C[C@H]1Oc2ccccc2C(=O)C1C(=O)c1ccccc1 (stereo partly specified)	·	1	-14	3.2	30	·	-6	0.1
CC(C)=CCC/C(C)=C/CNC(=O)C[C@H]1C[C@H](C(=O)N2CCCCC2)[C@@]2(CCc3ccccc3)c3[nH]c4ccc(Cl)cc4c3CCN2C1=O	1	·	2	2.4	-1	-4	-9	0.0
COCCN(C(=O)COC(=O)CCC(=O)c1ccc(C)cc1)c1c(N)n(Cc2ccccc2)c(=O)[nH]c1=O	12	-3	-30	0.7	-31	·	-19	-0.1
COc1ccc(N2CCN(c3nc4ccccn4c(=O)c3/C=C(\C#N)S(=O)(=O)c3ccccc3)CC2)cc1	-9	-2	-5	2.2	17	18	-12	0.0
COc1ccccc1C(=O)COC(=O)CCCN=C1NS(=O)(=O)c2ccccc21	·	0	·	0.0	22	·	3	0.0
COc1ccc(C2CC(=O)C(c3cccc(OC)c3)=CN2Cc2ccccc2)cc1 (stereo unspecified)	·	1	·	-6.9	-12	·	-13	0.1
C[C@@H]1CN([C@H](C)CO)C(=O)c2cc(NC(=O)Nc3ccccc3)ccc2O[C@@H]1CN(C)Cc1ccc(Cl)c(Cl)c1	·	·	·	1.0	-31	0	·	0.3

# The list goes on:
compound	RAD54 branch	ERAP1 HTS inh	ARNT-TACC3 inh	F508del corr	GSIS activator	esBAF inh	RAD52 inh	XiGFP reactiv
O=C(Nc1ccc(S(=O)(=O)Nc2ncccn2)cc1)c1cnc(Cl)c(Cl)c1	·	-4	-4	0.1	2	·	-85	-0.1
CNc1nc(Oc2ccc(C(=O)OC)cc2)nc(SC)n1	13	·	2	·	40	-1	·	·
CCC1=NNC(=O)C(CC(=O)Nc2ccccc2)c2cc(OC)c(OC)cc21 (stereo unspecified)	-2	·	3	·	-1	·	·	-0.2
CC(CC(=O)N(C)CC(=O)Nc1ccc(N2CCOCC2)cc1)c1ccccc1 (stereo unspecified)	-8	0	-5	-2.4	-7	2	-3	0.1
O=C(CCNS(=O)(=O)c1ccccc1)N1CCN(c2ccccc2)CC1	2	-3	·	0.4	0	6	-10	0.1
CC(C)(C)OC(=O)N1CCCC(C(=O)Nc2cccc(C(=O)N3CCOCC3)c2)C1 (stereo unspecified)	8	11	-6	-3.5	4	-1	-14	0.9
